APOBEC3G inh – APOBEC3G (human) deaminase inhibition. recombinant A3G, ssDNA deamination FAM/TAMRA fluorescence. inhibition, % at 20 µM. hit rate 0.28% among 330,000;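 active = inhibition of at least 40% at 20 µM, with no more than 30% in the related APOBEC3A deaminase screen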;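 note: plate controls were DMSO wells with A3G for no effect and wells lacking A3G enzyme for full effect; some compounds called inactive have numbers as strong as hits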
APOBEC3A inh – human APOBEC3A DNA deaminase inhibition | recombinant A3A, FAM/TAMRA ssDNA deamination fluorescence | inhibition, % at 20 µM | hit rate 0.41% among 330,000 | AID 493011;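 active = at least 40% inhibition at 20 µM here, with at most 30% in a related deaminase screen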;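 note: plate controls were A3A with DMSO for no effect and wells lacking A3A enzyme for full effect; some results filed as inactive read as strong as hits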
Target sequence (P31941 whole entry, looked up): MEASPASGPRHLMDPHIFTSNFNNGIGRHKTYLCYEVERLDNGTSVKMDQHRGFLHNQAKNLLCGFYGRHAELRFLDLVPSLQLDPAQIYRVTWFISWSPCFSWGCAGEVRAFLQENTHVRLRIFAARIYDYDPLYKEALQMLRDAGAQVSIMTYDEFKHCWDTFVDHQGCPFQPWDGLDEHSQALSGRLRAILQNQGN
hIAP activ – increases human intestinal alkaline phosphatase activity; P09923; purified human IAP, CDP-Star luminescence, 30 min; active compounds read high; 1 = vehicle-only enzyme, 0 = enzyme-free background; activation factor at 10 µM; hit rate 0.16% among 330,000; AID 2524;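 active = activation factor of the enzyme at least 2-fold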; note: the source names both 10 and 20 µM as test concentration; values of inactives mirror those of a sister screen read the other way
Target sequence (P09923 whole entry, looked up): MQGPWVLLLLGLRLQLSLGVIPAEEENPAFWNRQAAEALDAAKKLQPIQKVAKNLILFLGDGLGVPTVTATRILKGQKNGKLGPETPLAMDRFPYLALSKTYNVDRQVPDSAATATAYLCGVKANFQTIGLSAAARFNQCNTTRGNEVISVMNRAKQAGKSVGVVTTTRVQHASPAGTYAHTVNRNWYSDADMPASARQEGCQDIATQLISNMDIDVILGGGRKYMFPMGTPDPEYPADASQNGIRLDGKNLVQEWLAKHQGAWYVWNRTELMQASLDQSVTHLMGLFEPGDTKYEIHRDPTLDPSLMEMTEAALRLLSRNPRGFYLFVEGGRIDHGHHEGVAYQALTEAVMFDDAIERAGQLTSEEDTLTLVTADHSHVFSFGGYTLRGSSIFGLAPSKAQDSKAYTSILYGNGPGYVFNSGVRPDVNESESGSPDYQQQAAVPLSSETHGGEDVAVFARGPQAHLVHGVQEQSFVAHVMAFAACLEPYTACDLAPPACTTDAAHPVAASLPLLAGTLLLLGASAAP
hIAP block – blocks human intestinal alkaline phosphatase; purified IAP, CDP-Star luminescence, 30 min; P09923; inhibition, % at 10 µM; AID 2544; hit rate 0.12% among 330,000;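 active = inhibition reaching a set limit with compound at 10 µM in the primary screen, cut at about 35% in these data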;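 note: plate controls were DMSO wells with enzyme for no effect and no-enzyme buffer wells for full effect; values of inactives mirror those of a sister screen read the other way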
mIAP activ – mouse IAP activation; hit rate 0.24% among 330,000; muIAP, CDP-Star luminescence, 30 min; active compounds read high; 1 = vehicle-only enzyme signal, 0 = enzyme-free wells; activation factor at 10 µM; AID 2805;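 active = activation factor of at least 2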; note: the source names both 10 and 20 µM as test concentration; values of inactives mirror those of a sister screen read the other way
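Assay system: mouse IAP enzyme / Compound: DMSO-dissolved test compounds / Timing: 30 min, room temperature / Measured by: luminescence from enzymatic CDP-Star hydrolysis / Control set: DMSO-only wells, enzyme-free buffer wells as negative control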
beta cell repl – induces beta-cell replication in MIN6 cells | MIN6 cells proliferation, ATPlite luminescence, 48 h; cells starved in 0.2% serum; 100% = growth in 10% serum | proliferation, % at 10 µM | hit rate 0.29% among 330,000 | AID 2380;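 active = compounds whose signal lies at least 3.5 SD above the mean of all wells on their plate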;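 note: 0% = DMSO-treated cells in low-serum medium and 100% = 10% serum control; some compounds called inactive have numbers as strong as hits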
SENP1 inh – SENP1 (human) catalytic domain inhibition. Q9P0U3. recombinant SENP1 catalytic domain, CyPet-SUMO1-YPet FRET cleavage. inhibition, % at 10 µM. hit rate 0.21% among 360,000. AID 624204;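 active = inhibition at least 30% at 10 µM, raw YFP signal under a set limit, fluorescence ratio 0.5 to 1.5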;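 note: 0% = enzyme with DMSO and 100% = no enzyme wells; some results filed as inactive read as strong as hits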
Target sequence (Q9P0U3 419-644 limits assumed): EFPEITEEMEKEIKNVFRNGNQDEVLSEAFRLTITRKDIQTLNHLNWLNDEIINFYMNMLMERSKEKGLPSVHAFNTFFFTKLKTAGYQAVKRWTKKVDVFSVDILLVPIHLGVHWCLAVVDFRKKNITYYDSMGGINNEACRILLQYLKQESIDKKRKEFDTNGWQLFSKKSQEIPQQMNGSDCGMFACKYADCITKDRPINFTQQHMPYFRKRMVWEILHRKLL
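material = recombinant human SENP1 catalytic domain, His6-tagged | quantity = 20 pM enzyme | reagent = 25 nM SUMO1 FRET substrate | compound dosing = 10 µM single point, 0.5% DMSO | timing = 50 min enzyme reaction, room temperature, light-protected | detection = FRET, CFP and YFP emission | control set = no-enzyme low, enzyme-DMSO high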
mIAP inh – mouse IAP inhibition; purified mouse IAP, CDP-Star luminescence, 30 min; inhibition, % at 10 µM; hit rate 0.2% among 330,000; AID 2806;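 active = inhibition of at least 40% at 10 µM in the primary screen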;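 note: plate controls were DMSO with enzyme for no effect and no enzyme wells for full effect; values of inactives mirror those of a sister screen read the other way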
NALP3 yeast inh – blocks the NALP3 inflammasome reconstituted in yeast; AID 2825; hit rate 0.39% among 330,000; inhibition, % at 10 µM; Yeast reconstituted NLRP3/ASC/caspase-1, beta-gal luminescence, 24 h;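 active = inhibition of 50% or more; inactive = inhibition below 50%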;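 note: plate controls were induced DMSO wells for no effect and uninduced yeast grown without galactose for full effect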
Starred values were filed as active, the others as inactive; . = no result given.

item | compound | APOBEC3G inh | APOBEC3A inh | hIAP activ | hIAP block | mIAP activ | beta cell repl | SENP1 inh | mIAP inh | NALP3 yeast inh
1 | COc1cccc(C(=O)C2CCCN(Cc3ccon3)C2)c1 (centres undefined) | -3.8 | 3.1 | 0.974 | 2.6 | 0.941 | -0.1 | 4.3 | 5.9 | 2.2
2 | Cn1cc(C(=O)OCC(=O)NC2CCCCC2)c2ccccc21 | -10.7 | -3.3 | 0.835 | 16.5 | 1.01 | 4.3 | 0.2 | -0.9 | 4.6
3 | CCn1cc(C(=O)N2CCC3(CC2)OCCO3)c(=O)c2cc(S(=O)(=O)N3CCCC3)ccc21 | -5.5 | -4.8 | 1.22 | -21.9 | 0.891 | -0.8 | 0.8 | 10.9 | -2.2
4 | O=C(O)c1ccc(Cl)nc1 | -6.6 | -1.8 | 0.973 | 2.7 | 0.986 | -0.9 | 1.4 | 1.4 | -6.5
5 | CCn1c(O)c(C=Nc2ccc(S(N)(=O)=O)cc2)c(=O)n(CC)c1=S | -2.5 | -2.3 | 0.989 | 1.1 | 1.18 | 0.0 | -12.7 | -17.8 | 7.4
6 | CN1CCC(N2CC3CC(C2)c2cccc(=O)n2C3)CC1 (centres undefined) | 4.1 | 5.3 | 0.941 | 5.9 | 1 | -1.8 | -2.7 | -0.2 | 10.6
7 | CCOC(=O)c1ccc(N=Cc2c(O)n(-c3ccc(OC)cc3)c(=S)[nH]c2=O)cc1 | -7.6 | -3.6 | 1.07 | -6.8 | 0.842 | 2.9 | 6.9 | 15.8 | -4.7
8 | CCOP(=O)(OCC)C(O)c1ccc2c(c1)OCO2 (centres undefined) | 2.9 | -0.7 | 1.1 | -9.6 | 0.968 | 0.2 | 1.4 | 3.2 | 19.5
9 | CCc1cc2c(s1)N(CC(=O)OC)C(=O)CN=C2c1ccccc1OC | -9.4 | -2.1 | 1.22 | -21.7 | 0.973 | -0.3 | 0.5 | 2.7 | 14.7
10 | C[C@@H]1O[C@@H](O[C@H]2C[C@@H](O)[C@]3(CO)[C@H]4[C@H](O)C[C@]5(C)[C@@H](C6COC(=O)C6)CC[C@]5(O)[C@@H]4CC[C@]3(O)C2)[C@H](O)[C@H](O)[C@H]1O (some centres undefined) | -2.3 | 4.3 | 1.02 | -2.5 | 1.02 | -2.8 | 0.1 | -2.1 | 9.5
11 | CN1C(=O)C(Cc2cccs2)C(=O)N(C)C1=O | 8.4 | -0.3 | 1.1 | -10.4 | 0.969 | 0.9 | -0.1 | 3.1 | 15.4
12 | COc1cc(/C=N/NP(=S)(c2ccccc2)c2ccccc2)ccc1O | -1.6 | 4.4 | 1.02 | -2.0 | 1.04 | -1.8 | -0.1 | -4.0 | 1.8
13 | O=C(Nc1ccccc1F)OC1CN2CCC1CC2 (centres undefined) | 12.4 | -2.9 | 0.863 | 13.7 | 1.02 | 0.7 | 1.4 | -2.3 | 18.9
14 | Cc1ccccc1-n1c(-c2ccc([N+](=O)[O-])cc2)nc2ccccc2c1=O | -1.6 | -2.1 | 0.928 | 7.2 | 0.928 | 2.2 | 4.1 | 7.2 | -0.8
15 | O=C(c1cccc2ccccc12)C1CCCN(C2CCC2)C1 (centres undefined) | -7.8 | -4.2 | 1.08 | -8.3 | 0.963 | -2.2 | 1.1 | 3.7 | -0.2
16 | Clc1ccc(C2N3CCCN23)c(Cl)c1 (centres undefined) | -1.3 | 1.1 | 0.962 | 3.8 | 1.06 | -0.5 | 2.7 | -5.8 | 9.6

Entries of single compounds, quoted from the list. Screens in order: APOBEC3G inh, APOBEC3A inh, hIAP activ, hIAP block, mIAP activ, beta cell repl, SENP1 inh, mIAP inh, NALP3 yeast inh
Entry for Clc1ccc(C2N3CCCN23)c(Cl)c1 (centres undefined) → -1.3, 1.1, 0.962, 3.8, 1.06, -0.5, 2.7, -5.8, 9.6
Entry for O=C(c1cccc2ccccc12)C1CCCN(C2CCC2)C1 (centres undefined) → -7.8, -4.2, 1.08, -8.3, 0.963, -2.2, 1.1, 3.7, -0.2

Reformatted with two lines to a compound: 9 of the compounds above
Fields: APOBEC3G inh	APOBEC3A inh	hIAP activ	hIAP block	mIAP activ	beta cell repl	SENP1 inh	mIAP inh	NALP3 yeast inh
5. CCn1c(O)c(C=Nc2ccc(S(N)(=O)=O)cc2)c(=O)n(CC)c1=S
    -2.5	-2.3	0.989	1.1	1.18	0.0	-12.7	-17.8	7.4
6. CN1CCC(N2CC3CC(C2)c2cccc(=O)n2C3)CC1 (centres undefined)
    4.1	5.3	0.941	5.9	1	-1.8	-2.7	-0.2	10.6
7. CCOC(=O)c1ccc(N=Cc2c(O)n(-c3ccc(OC)cc3)c(=S)[nH]c2=O)cc1
    -7.6	-3.6	1.07	-6.8	0.842	2.9	6.9	15.8	-4.7
8. CCOP(=O)(OCC)C(O)c1ccc2c(c1)OCO2 (centres undefined)
    2.9	-0.7	1.1	-9.6	0.968	0.2	1.4	3.2	19.5
9. CCc1cc2c(s1)N(CC(=O)OC)C(=O)CN=C2c1ccccc1OC
    -9.4	-2.1	1.22	-21.7	0.973	-0.3	0.5	2.7	14.7
10. C[C@@H]1O[C@@H](O[C@H]2C[C@@H](O)[C@]3(CO)[C@H]4[C@H](O)C[C@]5(C)[C@@H](C6COC(=O)C6)CC[C@]5(O)[C@@H]4CC[C@]3(O)C2)[C@H](O)[C@H](O)[C@H]1O (some centres undefined)
    -2.3	4.3	1.02	-2.5	1.02	-2.8	0.1	-2.1	9.5
11. CN1C(=O)C(Cc2cccs2)C(=O)N(C)C1=O
    8.4	-0.3	1.1	-10.4	0.969	0.9	-0.1	3.1	15.4
12. COc1cc(/C=N/NP(=S)(c2ccccc2)c2ccccc2)ccc1O
    -1.6	4.4	1.02	-2.0	1.04	-1.8	-0.1	-4.0	1.8
13. O=C(Nc1ccccc1F)OC1CN2CCC1CC2 (centres undefined)
    12.4	-2.9	0.863	13.7	1.02	0.7	1.4	-2.3	18.9

Following part.
item | compound | APOBEC3G inh | APOBEC3A inh | hIAP activ | hIAP block | mIAP activ | beta cell repl | SENP1 inh | mIAP inh | NALP3 yeast inh
17 | O=C1NC(=O)C2(Cc3ccccc3N3CCCC32)C(=O)N1c1cccc(Cl)c1 (centres undefined) | 0.6 | -0.5 | 0.895 | 10.5 | 0.951 | -0.3 | 2.1 | 4.9 | 3.7
18 | Cc1ccc(N(C)C(=O)Oc2ccc(C(=O)c3ccc(Cl)cc3)cc2)cc1 | -8.2 | -2.2 | 0.872 | 12.8 | 0.929 | -3.5 | 0.5 | 7.1 | 18.1
19 | COC(=O)c1ccc(-n2c(C)nc3ccccc3c2=O)cc1 | -8.4 | -7.2 | 0.969 | 3.1 | 0.912 | 4.5 | 0.3 | 8.8 | 22.8
20 | Cc1cccc(-n2c(O)c(C=NC34CN5CN(CN(C5)C3)C4)c(=O)[nH]c2=O)c1 | -2.5 | -2.5 | 0.883 | 11.7 | 0.898 | -1.7 | -0.6 | 10.2 | -2.4
21 | CCCC(C)n1[nH]c(=O)c2c1NC(=O)CSC2c1ccc(OC)cc1 (centres undefined) | -7.9 | -5.0 | 0.961 | 3.9 | 1.02 | -1.7 | -0.6 | -2.0 | 23.5
22 | CC(NCc1ccc(Cl)cc1)C(O)c1ccccc1 (centres undefined) | -3.2 | -0.7 | 1.18 | -18.4 | 1.16 | -1.0 | 2.4 | -15.8 | 3.0
23 | Cc1cccc(C(O)(C(=O)NNC(=O)CN2CCN(C)CC2)c2cccc(C)c2)c1 | -3.3 | -0.7 | 1.75 | -74.7 | 0.998 | -2.4 | 1.1 | 0.2 | 14.5
24 | CN1CC2([N+](=O)[O-])CC=C(Cl)C([N+](=O)[O-])(C1)C2 (centres undefined) | -10.9 | -4.6 | 1.23 | -23.1 | 1.2 | -1.5 | 0.7 | -20.3 | -5.2
25 | Clc1cccc(C2NCc3ccccc3-n3cccc32)c1 (centres undefined) | -7.5 | -7.4 | 1.17 | -16.9 | 1.1 | -0.8 | 1.7 | -10.2 | -2.8
26 | CC1CCCN(c2ccc(C(=O)N3CCC4(CC3)OCCO4)cc2[N+](=O)[O-])C1 (centres undefined) | -11.0 | -4.7 | 1.1 | -9.6 | 0.918 | -0.8 | -1.2 | 8.2 | 28.4
27 | O=c1cccc2n1CC1CC2CN(c2ncnc3c2cnn3-c2ccc(Cl)cc2)C1 (centres undefined) | 1.6 | 0.8 | 1.01 | -1.5 | 0.859 | -1.1 | -5.9 | 14.1 | 0.4
28 | CC1CCCCC1NC(=O)CNC(=S)N1CC2CC(C1)c1cccc(=O)n1C2 (centres undefined) | -4.0 | -1.7 | 1.1 | -10.4 | 0.983 | -1.1 | 2.5 | 1.7 | 7.7
29 | CC1CCC(NC(=O)CNC(=S)N2CC3CC(C2)c2cccc(=O)n2C3)CC1 (centres undefined) | -3.4 | -0.6 | 1.05 | -5.1 | 0.983 | 2.1 | 0.6 | 1.7 | -0.8
30 | O=C1CC(c2ccccc2)CC(O)=C1C=NCCN1CCN(C(=O)Cc2ccccc2)CC1 (centres undefined) | -1.5 | -1.6 | 0.968 | 3.2 | 1.08 | 0.8 | -1.0 | -8.2 | 18.1
31 | CN(C)C(CNC(=O)Cc1ccc(Br)cc1)c1ccccc1 (centres undefined) | -10.7 | -0.1 | 0.966 | 3.4 | 0.918 | -1.1 | 1.6 | 8.2 | 7.2
32 | CN1C(=O)/C(=C\N2CCc3ccccc32)C(=O)NC1=S | 2.2 | 0.1 | 0.833 | 16.7 | 0.832 | 0.1 | -4.4 | 16.8 | 9.0
33 | COC(=O)c1ccc(COc2cc(C)cc3oc(=O)c4c(c23)CCCC4)o1 | 1.0 | 1.0 | 0.952 | 4.8 | 0.897 | -2.6 | 2.1 | 10.3 | 15.0
34 | CC12CC[C@H]3[C@@H](CCC4(O)C[C@H](O)CCC34/C=N/NC(=O)c3ccccc3F)C1(O)CCC2C1=CC(=O)OC1 (some centres undefined) | 0.6 | 4.1 | 1 | 0.0 | 0.927 | 0.5 | -1.7 | 7.3 | 11.7
35 | CC(=O)Nc1ccccc1C(=O)C(=O)Nc1cccc(C(=O)N2CCC3(CC2)OCCO3)c1 | 2.2 | 5.4 | 1.04 | -3.6 | 0.947 | -4.5 | 2.0 | 5.3 | 3.3
36 | COc1ccc(-n2c(-c3ccco3)nc3ccccc3c2=O)cc1 | -1.4 | 3.5 | 0.993 | 0.7 | 0.899 | 1.0 | 0.6 | 10.1 | -22.7
37 | CC(C)Oc1ccc(Cc2c(O)[nH]c(=O)[nH]c2=O)cc1 | -6.7 | -5.0 | 0.973 | 2.7 | 1.04 | -2.1 | . | -3.8 | 15.2
38 | Cc1c(NC(NC(=O)CF)C(Cl)(Cl)Cl)c(=O)n(-c2ccccc2)n1C (centres undefined) | -5.6 | -7.5 | 1.14 | -14.1 | 0.968 | -0.4 | 1.4 | 3.2 | 6.0
39 | COC(=O)C1=COC(C)C2CN3CCC4(C(=O)Nc5ccccc54)C3CC12 (centres undefined) | 0.8 | -0.6 | 1.03 | -2.7 | 0.919 | -3.3 | -1.2 | 8.1 | -4.9
40 | O=C(c1cc(=O)[nH]c2ccc(Br)cc12)N1CCC2(CC1)OCCO2 | -1.9 | -0.1 | 0.961 | 3.9 | 0.958 | 1.8 | 2.5 | 4.2 | 5.4

Screens from PubChem.

Some of the compounds tested; the hit share may differ from the screen's.
